# High-throughput results: PubChem BioAssay, National Center for Advancing Translational Sciences (NCATS)
# BLM inh: qHTS Assay for Inhibitors of Bloom's syndrome helicase (BLM). recombinant BLM DNA unwinding, fluorescence dequenching. Potency, µM (doses to about 56.1 µM), inactives show at the highest dose activity change, negative = inhibition, most hits filed as inhibitors. actives 0.2% (n = 350,000);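 also: potency is read from the fitted curve at half-maximal effect; plate controls were vehicle for no effect and no enzyme for full effect; nearly all actives have a fitted effect of over 35% in size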
# APE1 inh: qHTS Assay for Inhibitors of the Human Apurinic/apyrimidinic Endonuclease 1 (APE1) | recombinant APE1, TAMRA/BHQ-2 abasic DNA cleavage fluorescence | actives 0.35% (n = 350,000) | DNA repair nuclease/redox regulator APEX1 (Homo sapiens), P27695 | Potency, µM (series often up to 65.8 µM), for inactives: at the highest dose activity change, negative = inhibition, hits mostly inhibitors;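 also: potency is read from the fitted curve at half-maximal effect; plate controls were vehicle for no effect and reference inhibitor for full effect; nearly all actives have a fitted effect of over 55% in size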
# Target sequence (P27695 whole entry, looked up): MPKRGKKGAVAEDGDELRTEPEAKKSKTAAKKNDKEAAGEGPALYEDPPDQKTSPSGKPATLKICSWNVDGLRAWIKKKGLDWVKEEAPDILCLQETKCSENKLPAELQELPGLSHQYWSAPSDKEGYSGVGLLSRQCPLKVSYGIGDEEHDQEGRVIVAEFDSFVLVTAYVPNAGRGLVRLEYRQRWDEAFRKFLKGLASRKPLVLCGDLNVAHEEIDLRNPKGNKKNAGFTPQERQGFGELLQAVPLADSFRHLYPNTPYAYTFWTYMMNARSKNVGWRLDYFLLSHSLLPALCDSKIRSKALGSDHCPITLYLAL
#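 Readout is kinetic fluorescence (ex 525, em 598 nm) from cleavage of 50 nM TAMRA/BHQ-2 THF abasic duplex by 0.75 nM APE1, compound added 15 min beforehand at RT.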
# Pol eta inh: qHTS for Inhibitors of Polymerase Eta; DNA polymerase eta (Homo sapiens), Q9Y253; actives 1.2% (n = 390,000); Potency, µM (series often up to 114 µM), without a hit: top-dose activity change, negative = inhibition, usual class: inhibitors; recombinant Pol eta, fluorescent DNA replication assay; also: potency is read from the fitted curve at half-maximal effect; % is scaled to controls: 0 for no effect and ±100 for the full control effect
#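 Pol eta (10 nM) was preincubated with compounds for 15 min at room temperature, after which fluorescent replication substrate (50 nM final) was added to start the reaction. Fluorescence was read kinetically at 0 and 10 min.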
# LDHA block: qHTS assay for inhibitors of human lactate dehydrogenase; activity change, % (values are at about 110 or 230 µM); actives 0.15% (n = 480,000); L-lactate dehydrogenase A chain (Homo sapiens), P00338; purified LDHA, NADH/diaphorase-resazurin fluorescence; hits give low values; in the data active = activity change below about -30%; inconclusive = mostly about -25% to -30%;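 also: plate controls were DMSO wells for no effect and wells without enzyme for full effect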
#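 Human LDH5 at 2 nM final in Tris HCl pH 7.4 with 0.06 mM NADH and 0.2 mM pyruvate, reacted 5 minutes at room temperature. Remaining NADH coupled via diaphorase/resazurin; resorufin fluorescence read at 0 and 20 minutes, normalized to enzyme-free and DMSO wells.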
# Anesthetic bind: qHTS Assay for Identification of Novel General Anesthetics | apoferritin/1-aminoanthracene competitive binding, fluorescence | actives 0.074% (n = 350,000) | Potency, µM (series often up to 77.5 µM), for inactives: top-dose activity change, negative = displacement, hits mostly inhibitors | Ferritin light chain (Equus caballus), P02791; also: potency is read from the fitted curve at half-maximal effect; % is scaled to controls: 0 for no effect and ±100 for the full control effect; nearly all actives have a fitted effect of over 20% in size
#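 In PBS, apoferritin at 10 uM is loaded with 1-AMA from a 50% saturated solution. After 10 min of compound exposure at ambient temperature, reduced 535 nm fluorescence indicates probe displacement.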
# Pol beta inh: qHTS Assay for Inhibitors of DNA Polymerase Beta. P06746. Pol beta primer extension/strand displacement, fluorescence kinetic. Potency, µM (doses to about 114 µM), for the others: at the highest dose activity change, negative = inhibition, most hits filed as inhibitors. actives 1.3% (n = 340,000). AID 485314, 2010; also: potency is read from the fitted curve at half-maximal effect; % is scaled to controls: 0 for no effect and ±100 for the full control effect
#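 Pol beta (10 nM) was preincubated with compound for 15 min at room temperature. The reaction was then started with 50 nM substrate and read immediately and after a further 10 min at room temperature.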
# Pol iota inh: qHTS for Inhibitors of Polymerase Iota. actives 1% (n = 390,000). Potency, µM (series often up to 115 µM), inactives show at the highest dose activity, negative = inhibition, most hits filed as inhibitors. Pol iota fluorescent replication assay, 10 min. DNA polymerase iota (Homo sapiens), Q9UNA4; also: potency is read from the fitted curve at half-maximal effect
# Target sequence (Q9UNA4 whole entry, looked up): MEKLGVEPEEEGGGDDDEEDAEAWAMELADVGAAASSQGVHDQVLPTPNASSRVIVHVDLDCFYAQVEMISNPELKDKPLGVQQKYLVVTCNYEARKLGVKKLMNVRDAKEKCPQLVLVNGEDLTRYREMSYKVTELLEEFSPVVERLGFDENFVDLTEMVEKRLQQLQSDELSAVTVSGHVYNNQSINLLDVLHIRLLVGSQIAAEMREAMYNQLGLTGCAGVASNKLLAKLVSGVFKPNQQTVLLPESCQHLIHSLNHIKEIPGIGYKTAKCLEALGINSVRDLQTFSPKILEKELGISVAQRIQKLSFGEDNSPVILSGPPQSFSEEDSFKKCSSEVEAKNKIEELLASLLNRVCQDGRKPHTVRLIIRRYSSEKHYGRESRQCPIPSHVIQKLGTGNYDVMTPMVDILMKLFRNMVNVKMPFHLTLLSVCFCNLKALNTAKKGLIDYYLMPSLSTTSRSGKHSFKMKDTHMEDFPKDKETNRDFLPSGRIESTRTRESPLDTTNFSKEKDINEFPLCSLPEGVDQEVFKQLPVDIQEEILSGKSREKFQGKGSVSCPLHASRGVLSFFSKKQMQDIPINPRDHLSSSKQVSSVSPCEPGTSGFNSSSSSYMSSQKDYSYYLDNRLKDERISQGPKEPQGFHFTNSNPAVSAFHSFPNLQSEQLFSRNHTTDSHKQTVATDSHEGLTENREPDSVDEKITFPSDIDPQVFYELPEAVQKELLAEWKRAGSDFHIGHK
#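 Fluorescent replication assay read twice, at 0 min and 10 min after adding 50 nM (final) substrate. Enzyme (10 nM) and compounds were first incubated 15 min at room temperature; enzyme-free buffer wells were negative controls.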
# Glioma ERSR ind: qHTS for Inducers of the Endoplasmic Reticulum Stress Response (ERSR) in Human Glioma: qHTS | U87-MG GRP78 promoter luciferase reporter, 16 h | Potency, µM, for inactives: at the highest dose activation, hits mostly activators | actives 0.02% (n = 420,000); also: potency is read from the fitted curve at half-maximal effect; series mostly up to about 76 µM; % of control where 0% means no effect; nearly all actives have a fitted effect of over 35% in size
#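 Stably transfected U87-MG human glioma cells carrying a GRP78-based luminescent sensor were seeded at 1000 cells/well, pin-dosed with compounds and incubated 16 h. Luciferase reagent was then added, and end-point luminescence was read after 10 min at room temperature.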
# POLK inh: qHTS for Inhibitors of Polymerase Kappa; actives 0.53% (n = 400,000); purified Pol kappa, fluorescent DNA synthesis assay, 10 min; Potency, µM (doses to about 107 µM), for inactives: at the highest dose activity, negative = inhibition, hits mostly inhibitors; DNA polymerase kappa (Homo sapiens), Q9UBT6; also: potency is read from the fitted curve at half-maximal effect; % is scaled to controls: 0 for no effect and ±100 for the full control effect
#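 First, compounds were pin-transferred onto 10 nM Pol kappa. After 15 min at room temperature, substrate was added to 50 nM final. Fluorescence was then measured kinetically at 0 and 10 min.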
# * = called active by the depositor; ? = inconclusive; . = not tested or not shown; & = joins results of further samples; [ ] = remark or other dose. Unless noted, calls follow the shape of the dose curve; as a rule, active = well fitted curve in the direction sought with a large enough effect; inconclusive = small, poorly fitted or top-dose-only effect, or another doubt; inactive = no such curve, though single readings can be large; an effect the other way counts as inactive or inconclusive. Some of the compounds tested; count on the stated rates, not on these rows.
SMILES	BLM inh	APE1 inh	Pol eta inh	LDHA block	Anesthetic bind	Pol beta inh	Pol iota inh	Glioma ERSR ind	POLK inh
Cc1cccc(C)c1NC(=S)/N=C/N(C)C	-1.2%	18.9%	-14.3%	4.5	-2.0%	40.7%	-5.1%	1.5%	-7.0%
COc1ccc(CCNCC2C(Oc3ccc(Cl)cc3)C(=O)N2c2ccccc2C)cc1OC (configuration not stated)	-6.0%	-9.9%	-21.8%	-4.5	4.3%	-11.8%	19.6%	-4.0%	-14.0%
CCc1c(C(=O)N/N=C/c2ccc(C)o2)csc1C	1.1%	1.2%	-4.7%	-5.8	7.9%	0.2%	2.2%	-1.9%	-2.0%
Cc1noc(C)c1S(=O)(=O)Nc1ccc(C(=O)N2CCN(c3ccc(Cl)cc3)CC2)cc1	-4.1%	-6.4%	-24.0%	-1.1	-17.4%	12.1%	51.9%[activator]	-2.8%	-18.7%
O=C(CCS(=O)(=O)c1ccc(Br)cc1)Nc1ccc2c(c1)OCO2	-14.9%	?	-11.6%	10.4	0.5%	?	?	3.4%	?
Cc1ccc(C)c(NC(=O)c2ccccc2Sc2ccc([N+](=O)[O-])cc2Cl)c1	-1.2%	-5.7%	-22.0%	0.6	-9.1%	0.9%	70.0%[activator]	-2.4%	-5.1%
C=C1Cn2c(nnc2-c2ccc(Cl)cc2)S1	0.9%	-5.7%	-16.0%	0.0	-6.2%	-0.1%	-5.1%	-4.0%	7.1%
CCOC(=O)CSc1nc2ccccc2c(=O)n1CC1COc2ccccc2O1 (configuration not stated)	-8.7%	-2.2%	4.3%	0.0	-11.1%	3.0%	14.4%	-1.1%	-10.3%
COC(=O)c1cc(N=Nc2sc(N)nc2C)cc(C(=O)OC)c1	-5.7%	-10.8%	-13.5%	0.3	-3.6%	1.8%	28.8%	-1.7%	7.5%
CNCC(O)c1ccc(O)c(O)c1 (configuration not stated)	-4.7%	45.0%&4.2%&-8.7%[activator]	-14.1%	9.6	.	-13.5%[57.1 µM]	-14.5%	0.0%&-0.9%&-2.1%	1.9%[60.1 µM]
O=C(CSc1nc2ccsc2c(=O)n1CC1CCC(C(=O)O)CC1)c1ccc(F)cc1 (configuration not stated)	-7.4%	-4.2%	?	-1.7	-5.2%	4.9%	-20.8%	-0.8%	0.9%
CCOC(=O)c1ccc(Cl)c(S(=O)(=O)N2CCCC2)c1	-0.8%	18.4%	-2.3%	-9.5	-10.4%	13.7%	68.6%[activator]	-2.4%	-7.3%
COc1cc(NC(=O)C(CC(C)C)NS(=O)(=O)c2ccc3c(c2)CCN3C(C)=O)cc(OC)c1 (configuration not stated)	0.5%	.	-12.2%	-5.0	-10.0%	-0.1%	39.5%[activator]	0.0%	-2.3%
Cc1cccc(CS(=O)(=O)Cc2ccc(C(=O)O)o2)c1	-0.5%	-0.3%	-4.9%	-4.5	1.2%	1.1%	-11.1%	3.0%	-0.9%
CC(Oc1ccccc1)C(=O)NC1CCN(Cc2ccccc2)CC1 (configuration not stated)	0.8%	2.1%	-14.0%	-2.3	-1.7%	17.5%	-7.7%	1.0%	-2.6%
CS(=O)(=O)CCC(C(=O)n1nnc2ccccc21)N1C(=O)c2ccccc2C1=O (configuration not stated)	2.0%	-1.4%	-6.4%	-10.6	-3.4%	25.8%	-1.9%	-3.8%	-2.0%
CC1CCN(S(=O)(=O)c2cccc(C(=O)NCC3CCCO3)c2)CC1 (configuration not stated)	0.2%	14.5%	8.8%	-1.2	-6.2%	0.9%	16.0%	-2.8%	-9.7%
CCCc1ccc(S(=O)(=O)N2CCN(C(C)C(=O)NCc3ccccc3)CC2)cc1 (configuration not stated)	.	3.1%	-8.2%	-0.9	.	.	32.0%[activator]	-2.2%	-4.8%
Cc1ccc2c(C(=O)CN3CCN(c4ccccc4)CC3)c(C)[nH]c2c1	-3.1%	11.3%	?	-5.6	-11.0%	0.1%	-12.6%	-4.2%	-20.6%
Cc1cccc(OCC(=O)NNC(=O)c2ccc3nc[nH]c3c2)c1	.	-6.5%	?	4.9	.	.	31.9%[activator]	-0.9%	-21.6%
COc1ccc(C(=O)Nc2cc3c(cc2C(=O)O)OCCCO3)c(OC)c1	0.4%	16.1%[12.4 µM]	-15.7%	1.4	2.7%	-5.6%	29.3%	-2.4%	-1.0%
CN1CC(=O)N(CC(=O)Nc2ccc(SC(F)F)cc2)C1=O	-2.5%	0.6%	-27.7%	-5.9	-6.5%	6.1%	40.8%[activator]	0.2%	0.0%
C=CCNC(=S)N/N=C/c1ccc(-c2cc(Cl)ccc2Cl)o1	1.0%	-8.6%	-13.3%	-4.8	-19.4%	-12.0%	6.4%	0.2%	-11.5%
NC(=O)c1nn(Cc2ccccc2)c(=O)c2ccccc12	-2.4%	13.8%	12.2%	-5.9	-11.4%	14.3%	20.7%	2.0%	-9.2%
Cn1cc(S(=O)(=O)Nc2ccc(F)c(Cl)c2)c(=O)n(C)c1=O	1.2%	32.6%	-18.7%	-3.6	-6.6%	10.8%	10.4%	-3.9%	-11.9%
CCCCNc1c(-c2ccc(SC3CCCCC3)c(OC)c2)nc2ccc(C)cn12	.	14.5%	-29.0%	5.2&2.7	.	.	19.3%	-3.1%	-1.4%
CC(C)CC(=O)Nc1ccc(N2CCN(S(C)(=O)=O)CC2)cc1	0.1%	-0.8%	-9.9%	-5.9	-16.3%	-28.2%	-5.6%	-0.4%	-12.5%
CCOC(=O)C1(Cc2ccccc2C)CCCN(Cc2ccc(NC(C)=O)cc2)C1 (configuration not stated)	-2.8%	-3.7%	-17.0%	0.0	-6.8%	-3.6%	50.3%[activator]	-6.4%	-1.6%
CC(=O)c1ccc(NC(=O)CCc2c(C)nc3c(c2C)c(=O)n(C)c(=O)n3C)cc1	-5.2%	.	-0.9%	-4.6	-3.6%	29.5%	-3.5%	-0.4%	-5.9%
Cc1ccc(S(=O)(=O)N(C)c2ccccc2C(=O)Nc2ccc3c(c2)OCCO3)cc1	-4.1%	?	-22.2%	-8.4	6.1%	6.3%	12.7%	-4.7%	-16.0%
Cc1ccc(C(=O)N/C(=C\c2cn(C)c3ccccc23)C(=O)NCCCN2CCOCC2)cc1	1.8%	2.3%	-1.1%	-3.5	-9.1%	21.4%	24.7%	-2.8%	-1.2%
O=C(NC(=S)Nc1cccc(Cl)c1N1CCCC1)c1ccc(-c2cccc([N+](=O)[O-])c2)o1	4.4%	0.5%	-7.3%	-4.3	-10.6%	25.5%	-0.9%[58.9 µM]	-0.7%	-22.2%
O=c1[nH]c2cc3c(cc2cc1C(c1nnnn1Cc1ccccc1)N1CCN2CCCC2C1)OCCO3 (configuration not stated)	-7.2%	?	-9.0%	-1.4	28.2%	-17.8%	12.5%	-4.6%	-3.9%
O=C(NC1CCCc2ccccc21)C1CCN(S(=O)(=O)c2ccccc2)CC1 (configuration not stated)	0.8%	1.0%	-10.0%	-0.8	-8.1%	-1.8%	2.6%	-3.4%	-1.6%
COc1ccc2[nH]c3c(c2c1)CCN1C(=O)N([C@@H](C)C(=O)NC2CCN(Cc4ccccc4)CC2)C(=O)[C@]31C	-4.9%	-3.2%	-24.7%	3.7	-11.3%	39.7%	15.2%	1.1%	14.5%
O=C(/C=C/c1ccco1)NCC1CCCO1 (configuration not stated)	-0.7%	-0.8%	-11.0%	-4.2	-9.2%	2.1%	29.4%	0.1%	1.1%
Cc1nccc(-c2sc(-c3cccs3)nc2C)n1	3.7%	0.5%	-20.2%	-4.4	122.2%[activator]	4.2%	38.8%[activator]	3.6%	-4.8%
c1cnc2ccc(C(c3nnnn3C3CCCCC3)N3CCN4CCCC4C3)cc2c1 (configuration not stated)	1.2%	-0.5%	-5.9%	-6.9	-7.3%	-8.2%	11.0%	-4.7%	-4.5%
CC(=O)c1cccc(OC(=O)C2=CC=CN3CCS(=O)(=O)N=C23)c1	.	10.8%	-11.0%	-19.9	.	.	24.9%	-6.5%	-1.6%
Nc1nc(-c2cccc(Br)c2)cs1	-2.3%	0.7%	-3.2%	0.9	31.6µM*	-16.0%	?	5.9%	-11.0%
CCCCNC(=O)c1onc(CSc2ccc(F)cc2)c1C(=O)NCCCC	-14.8%	17.1%	-9.2%	0.5	-4.5%	1.9%	-14.0%	-5.7%	1.7%
O=c1cc(CN2CCN(Cc3ccccc3)CC2)c2ccc(O)c(O)c2o1	-24.5%	-22.5%	10µM*	22.8	-6.6%	2.51µM*	?	2.6%	?

# In the list so far, two have bromine.
SMILES	BLM inh	APE1 inh	Pol eta inh	LDHA block	Anesthetic bind	Pol beta inh	Pol iota inh	Glioma ERSR ind	POLK inh
O=C(CCS(=O)(=O)c1ccc(Br)cc1)Nc1ccc2c(c1)OCO2	-14.9%	?	-11.6%	10.4	0.5%	?	?	3.4%	?
Nc1nc(-c2cccc(Br)c2)cs1	-2.3%	0.7%	-3.2%	0.9	31.6µM*	-16.0%	?	5.9%	-11.0%
